# Bioassay records: PubChem, several laboratories
# Runt-SMMHC FRET = inhibitors of RUNX1 Runt–CBFb-SMMHC binding, primary screen, biochemical, FRET, Cerulean-Runt, Venus-CBFb-SMMHC, uHTS; Runt-related transcription factor 1 (Homo sapiens) + Core-binding factor subunit beta …; 0.74% of 220,000 active; Cerulean-Runt/Venus-CBFb-SMMHC FRET ratio 530/480, 1 h; inhibition, % at 20 µM;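 active means mean inhibition across duplicate retests at 20 µM reaching about 50%, limit read from the data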;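 further: 0% = DMSO wells and 100% = wells with excess untagged CBFb-SMMHC; inhibitors lower the FRET ratio by blocking Runt binding to CBFb-SMMHC; some results filed as inactive read as strong as hits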
# NPY1 pot ag = NPY-Y1 receptor potentiators or agonists, primary screen, cell-based; 0.37% of 220,000 active; Neuropeptide Y receptor type 1 (Homo sapiens), P25929; NPY-Y1 expressing cells, potentiator/agonist activation; activation, % at 3.6 µM; in the data active means activation above about 33%, passing the limit was not always enough;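 further: cells stimulated with NPY at EC10 then isoproterenol at EC100; 0% = low agonist plus stimulus and 100% = saturating agonist plus stimulus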
# Target sequence (P25929 whole entry, looked up): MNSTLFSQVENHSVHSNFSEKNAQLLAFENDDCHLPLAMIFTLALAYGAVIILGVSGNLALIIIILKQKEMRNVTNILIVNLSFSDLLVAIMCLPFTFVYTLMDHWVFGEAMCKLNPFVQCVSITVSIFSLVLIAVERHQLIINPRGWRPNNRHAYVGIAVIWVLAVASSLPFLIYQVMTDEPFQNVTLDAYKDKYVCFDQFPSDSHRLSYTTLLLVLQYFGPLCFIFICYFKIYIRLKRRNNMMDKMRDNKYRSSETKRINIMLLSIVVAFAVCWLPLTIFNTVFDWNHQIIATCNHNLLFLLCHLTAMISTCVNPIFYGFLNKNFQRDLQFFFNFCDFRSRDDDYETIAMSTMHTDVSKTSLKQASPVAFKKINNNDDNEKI
# MDM2 E3 inh = MDM2-luciferase reporter signal enhancers, primary screen, MDM2 E3 ligase inhibitor project, cell-based, luminescence, 1536-well; E3 ubiquitin-protein ligase Mdm2 (Homo sapiens), Q00987; AID 1230, 2008; cell-based MDM2 ubiquitination luciferase reporter, 2 h; 0 = plate control, 100 = twice control, blank-subtracted; 0.11% of 210,000 active; signal enhancement, % at 5 µM;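 active means signal enhancement of 30% or more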;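 further: luminescence tracks abundance of the self-degrading MDM2-luciferase fusion protein; higher signal means inhibition of MDM2 E3 ligase activity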
# Target sequence (Q00987 whole entry, looked up, the tested form may be a part): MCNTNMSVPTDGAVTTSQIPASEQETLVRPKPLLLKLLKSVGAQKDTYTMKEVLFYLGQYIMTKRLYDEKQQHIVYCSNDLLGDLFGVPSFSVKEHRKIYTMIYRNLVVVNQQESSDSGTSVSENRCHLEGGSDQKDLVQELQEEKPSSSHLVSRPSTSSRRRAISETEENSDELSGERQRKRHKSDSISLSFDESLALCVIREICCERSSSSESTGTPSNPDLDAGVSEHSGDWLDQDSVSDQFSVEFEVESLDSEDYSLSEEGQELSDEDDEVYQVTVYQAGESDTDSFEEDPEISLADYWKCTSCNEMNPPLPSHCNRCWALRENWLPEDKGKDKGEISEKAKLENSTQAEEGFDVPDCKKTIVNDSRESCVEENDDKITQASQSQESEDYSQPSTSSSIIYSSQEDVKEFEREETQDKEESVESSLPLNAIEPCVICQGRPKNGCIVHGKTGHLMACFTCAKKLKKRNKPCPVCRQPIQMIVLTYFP
#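 System: stable MDM2–luciferase fusion reporter cells / Input: 2000 cells seeded into each well / Schedule: 4 h settle plus 2 h compound, 37 °C / Compound: single-point 5 µM / Buffer or medium: cells held in DMEM / Benchmarks: control and blank well means / Evaluation: percent signal gain over controls, blank-subtracted / Measured by: luciferase luminescence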
# Hck Nef HTS = inhibitors of Nef-activated human Hck kinase, primary screen, biochemical, Z-Lyte FRET, 384-well, Hck-YEEI. Tyrosine-protein kinase HCK (Homo sapiens), P08631. Recombinant Hck-YEEI plus Nef, Z-Lyte FRET kinase assay. inhibition, % at 20 µM. 0.68% of 220,000 active;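 active means Hck-Nef kinase inhibition above about 50%, limit read from the data; inactive means inhibition below that limit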;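 further: 0% = DMSO with Hck plus Nef and 100% = Hck alone without Nef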
# Runt-CBFb FRET = inhibitors of RUNX1 Runt–CBFb binding, primary screen, biochemical, FRET, Cerulean-Runt, Venus-CBFb, uHTS | Cerulean-Runt/Venus-CBFb FRET ratio 530/480, 1 h | inhibition, % at 20 µM | 0.46% of 220,000 active;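 active means inhibition over about 50% at 20 µM in the single-dose screen, limit read from the data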;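 further: 0% = DMSO wells and 100% = excess unlabeled CBFb competitor control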
#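 Measured by: fluorescence energy transfer, 422 nm excitation, 530/480 nm emission; test system: Cerulean-tagged RUNX1 Runt domain (FRET donor) fusion protein; buffer or medium: Tris pH 7.5 buffer with BSA; compound: one dose, 20 µM compound, 1% DMSO; times: two 1 h room-temperature incubations shielded from light; benchmarks: unlabeled CBFb 5 µM, positive control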
# RBBP9 inhibitor = human RBBP9 inhibitors, primary screen, biochemical, fluorescence polarization, FP-Rh probe, HTS. Serine hydrolase RBBP9 (Homo sapiens), O75884. recombinant RBBP9. inhibition, % at 7.94 µM. 0.2% of 220,000 active. AID 1515, 2009;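 active means inhibition above the campaign mean of all tested compounds plus 3 SD, cut at about 14% in these data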;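 further: plate controls were DMSO wells with RBBP9 for no effect and wells lacking RBBP9 protein for full effect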
# Target sequence (O75884 whole entry, looked up): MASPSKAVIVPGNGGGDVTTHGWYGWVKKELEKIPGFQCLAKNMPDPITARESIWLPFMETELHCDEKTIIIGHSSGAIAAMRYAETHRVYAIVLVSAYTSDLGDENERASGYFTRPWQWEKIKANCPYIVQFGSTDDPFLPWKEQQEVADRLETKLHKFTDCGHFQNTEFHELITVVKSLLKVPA
#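 System: RBBP9 protein | Quantity: 2.5 µM RBBP9 dispensing solution, before mixing | Reagent: FP-Rh probe, 375 nM dispensing solution | Timing: Enzyme-compound preincubation 30 min, then probe labeling 45 min, 25 °C | Measured by: Fluorescence polarization | Read-out: % inhibition | Replication: One well per compound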
# p97 inhibitor = inhibitors of human p97 ATPase, primary screen, biochemical. 0.42% of 220,000 active. AID 1481, 2009. inhibition, % at 8 µM. recombinant p97 ATPase, Kinase-Glo ATP luminescence, 3 h; in the data active means inhibition above about 15%;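 further: 0% = DMSO vehicle and 100% = wells lacking enzyme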
# NPY-Y1 antag = NPY-Y1 receptor antagonists, primary screen, cell-based | HEK293-CNG Y1 cells, membrane potential fluorescence; NPY at EC95, then isoproterenol | 1% of 200,000 active | AID 1040, 2008 | inhibition, % at 3.6 µM;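 active means inhibition above the campaign mean inhibition of all tested compounds plus 3 SD, cut at about 20% in these data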;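 further: 0% = DMSO wells given NPY plus isoproterenol and 100% = isoproterenol alone without NPY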
#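 Material: HEK293 Y1/CNG channel cell line; also added: NPY (25 nM), isoproterenol (1 µM), Ro 20-1724 (25 µM); doses: one concentration, 3.6 µM, in 0.4% DMSO; schedule: compound incubation 1 h at room temperature, readout 45 min post-stimulation; technique: membrane potential fluorescence; measure: fluorescence ratio normalized to % inhibition between controls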
# NPY-Y2 PAM-ag = NPY-Y2 potentiators or agonists, primary screen, cell-based. Neuropeptide Y receptor type 2 (Homo sapiens), P49146. cells expressing NPY-Y2, potentiator/agonist read-out. activation, % at 3.6 µM. 0.45% of 220,000 active. AID 1359, 2008; in the data active means activation above about 27%;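 further: cells stimulated with NPY near EC25 plus isoproterenol at EC100; 0% = vehicle plus submaximal agonist and 100% = vehicle plus saturating agonist; some results beyond the cut were filed as inactive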
# * = called active by the depositor; . = not tested or not shown. Rows are unselected, and some 3.5% of all compounds hit somewhere here.
entry	smiles	Runt-SMMHC FRET	NPY1 pot ag	MDM2 E3 inh	Hck Nef HTS	Runt-CBFb FRET
1	CN(CCOC(=O)c1ccc2c(c1)OCO2)C(C)(C)C	-2	-10	-10	18	0
2	Cc1ccccc1-n1nnc2c(=O)oc3ccccc3c21	2	66*	22	-1	1
3	O=C(COC(=O)CCSc1ccc(Cl)cc1)NCCc1ccccc1	0	-29	-14	0	-3
4	COC(=O)c1ccc(-c2n[nH]c(=O)c3ccccc23)cc1	-4	25	2	4	-2
5	Cn1c(=O)n(C)c2cc(NC(=O)CSc3nnc(-c4ccccc4O)n3-c3ccccc3)ccc21	-4	-15	0	9	-4
6	COC(=O)c1cccnc1-n1c(=O)c2cccnc2n(Cc2cccc(OC)c2)c1=O	-10	.	-1	0	2
7	Cc1cc(C)n2nc(SCC(=O)N(Cc3ccccc3)C3CCS(=O)(=O)C3)nc2n1 (centres undefined)	-1	8	-5	23	-2
8	COc1ccc(CNC(=O)c2cc3c(s2)CN(Cc2ccccc2)C3)cc1	-9	-13	-12	7	-4
9	COc1ccc(/C(=N/O)C(C)(C)NO)cc1	5	9	-4	2	-1
10	CCOC(=O)/C(O)=C/c1ncc(C(F)(F)F)cc1Cl	-4	-2	-29	1	-7
11	O=C(NC(CO)c1ccccc1)c1ccco1 (centres undefined)	0	-2	-15	1	1
12	CC(=O)c1c(C)nc2ccc(Br)cc2c1-c1ccccc1	-7	-13	3	19	-5

entry	RBBP9 inhibitor	p97 inhibitor	NPY-Y1 antag	NPY-Y2 PAM-ag
1	-6	0	2	-2
2	0	2	-6	33*
3	1	-6	8	-19
4	1	-3	-4	3
5	-10	-2	1	-13
6	.	.	.	.
7	-1	8	-8	-2
8	1	-1	-6	-20
9	-9	-7	7	0
10	0	4	4	-6
11	4	1	-1	5
12	-4	-1	22*	-11

# The results go on:
entry	smiles	Runt-SMMHC FRET	NPY1 pot ag	MDM2 E3 inh	Hck Nef HTS	Runt-CBFb FRET
13	CCOc1cc(NC(=S)Nc2ccccc2)c(OCC)cc1NC(=O)c1ccccc1	3	5	-12	-1	2
14	CCN(CC)S(=O)(=O)c1ccc(C(=O)NCc2nnc(SCC(=O)OC)n2C)cc1	1	13	.	1	0
15	CN(C(=O)c1c[nH]c(=O)cc1C(F)(F)F)c1ccc(Cl)c(Cl)c1	4	10	-3	7	-1
16	CCOc1ccc2ccccc2c1C(=O)Nc1cc(=O)n(C)c(=O)n1C	-3	4	0	1	-4
17	CCOC(=O)/C(=N\O)C1=NC(C)(C)Cc2ccccc21	-6	6	2	6	-3
18	O=C(CNC(=O)c1ccc(F)cc1)N/N=C/c1cc(Br)ccc1OCc1ccccc1	17	4	-3	7	1
19	O=S(=O)(NCc1ccc2c(c1)OCO2)c1ccc2c(c1)oc1ccccc12	4	-30	-7	-7	-1
20	O=C(O)CSC(C(=O)Nc1ccc(Br)cc1)c1ccc(Cl)cc1 (centres undefined)	-3	6	-3	-6	-1
21	O=C(c1ccc(F)cc1)C1CCN(C(=O)c2ccncc2)CC1	5	0	8	-1	0
22	CC(OC(=O)CC1CC2CCC1C2)C(=O)Nc1ccc(N2CCOCC2)cc1 (centres undefined)	3	-5	1	-24	-2
23	CCOc1cc(C(=O)Nc2nnc(CC)s2)ccc1OCC(=O)N1CCOCC1	-6	21	3	-2	-1
24	CNC(=O)c1ccsc1NC(=O)CCS(=O)(=O)c1ccccc1	0	18	-16	13	1

entry	RBBP9 inhibitor	p97 inhibitor	NPY-Y1 antag	NPY-Y2 PAM-ag
13	6	-1	3	0
14	-6	1	0	25
15	-3	6	.	7
16	-5	-1	0	-27
17	-3	3	2	11
18	-10	-2	-1	5
19	-3	-1	22*	-9
20	-5	-1	4	-12
21	-3	1	-4	-10
22	3	-1	3	-5
23	2	-2	-1	2
24	-1	14	1	12

# Values by screen from the entries so far.
# RBBP9 inhibitor for entries 13–24: 6, -6, -3, -5, -3, -10, -3, -5, -3, 3, 2, -1
# NPY-Y1 antag for entries 13–24: 3, 0, ., 0, 2, -1, 22*, 4, -4, 3, -1, 1

# More structures
entry	smiles	Runt-SMMHC FRET	NPY1 pot ag	MDM2 E3 inh	Hck Nef HTS	Runt-CBFb FRET
25	CN(C)CCN=Cc1c(O)n(Cc2ccc3c(c2)OCO3)c(=O)c2ccccc12	39	-2	-12	21	26
26	O=c1cc(CSc2nc3ccccc3[nH]2)c2ccccc2[nH]1	1	-12	-8	1	0
27	COc1ccc([N+](=O)[O-])cc1NC(=O)c1ccc(CN(c2ccccc2)S(C)(=O)=O)cc1	0	-11	6	-1	-3
28	CC1CCCCN1CCNS(=O)(=O)c1ccc2c(c1)oc(=O)n2C (centres undefined)	0	0	-15	1	0
29	Cc1cc(-c2nc3ccccc3[nH]2)ccc1N	0	6	-26	-12	-1
30	CCOC(=O)c1c(C)n(C)c2ccc(OC)c(NC(=O)CN3CCCCC3)c12	0	-22	-21	0	-1
31	Cn1cc(C(=O)NC2CCCCCCC2)c(=O)c2cc(S(=O)(=O)N3CCCC3)ccc21	-1	16	-21	8	-2
32	CCCSc1nnc(NC(=O)c2ccco2)s1	1	-11	-9	-20	0
33	O=Cc1cn(CCC(=O)O)nc1-c1cccc2ccccc12	0	4	-11	18	-1
34	CC(C)(CNS(=O)(=O)c1ccc(Cl)cc1)N1CCCCC1	-1	-7	-9	-2	-2
35	NC(=O)CSc1nnnn1CC(CC(=O)O)c1ccccc1 (centres undefined)	1	9	.	-1	-1
36	CCCCN(c1ccccc1)S(=O)(=O)c1ccc2c(c1)CCN2C(=O)CCC(=O)O	0	-17	-10	0	-5

entry	RBBP9 inhibitor	p97 inhibitor	NPY-Y1 antag	NPY-Y2 PAM-ag
25	-10	3	1	14
26	-3	2	3	-10
27	-10	-1	1	4
28	-1	2	0	8
29	-8	-11	-4	-24
30	2	-8	-6	-9
31	-6	2	-2	5
32	-3	-4	0	-10
33	-4	9	8	1
34	-5	-3	-5	-1
35	12	4	-1	8
36	-3	-9	-8	-15

# Next part.
entry	smiles	Runt-SMMHC FRET	NPY1 pot ag	MDM2 E3 inh	Hck Nef HTS	Runt-CBFb FRET
37	COc1ccc(Nc2cc(C)nc3ccccc23)cc1	-2	-12	-1	0	1
38	O=C(CC1COc2ccccc2O1)NCc1ccccc1 (centres undefined)	2	0	6	-7	-1
39	CCOC(=O)c1cnn(-c2ncnc3sc(CC)cc23)c1N	-6	-4	.	-6	-9
40	CCOC(=O)N1CCN(CC(=O)Nc2c(C(=O)OC)[nH]c3cc(C)ccc23)CC1	0	0	-12	-1	0
41	O=c1c(C(c2nnnn2C2CCCCC2)N2CCCCC2)coc2ccc(Cl)cc12 (centres undefined)	1	1	-3	-5	1
42	O=S1(=O)N=C(Oc2cccc3ccccc23)c2ccccc21	1	-7	-4	10	4
43	COc1ccccc1NC(=O)Cn1c(=O)c(N(C)C)c(N)n(C)c1=O	0	-2	-7	22	-1
44	Cc1nn(C)c(Oc2ccccc2)c1CCNC(=O)CCl	1	10	-23	-5	0
45	Cc1cc(C(=O)NCCc2ccccc2)c2cc(F)ccc2n1	-34	-3	-4	22	3
46	CCNC(=O)COC(=O)c1sccc1C	-6	8	-6	21	1
47	CCN1CCN(C(=S)Nc2ccc(Cl)c(Cl)c2)CC1	-5	17	-4	2	1
48	Cc1ccc(S(=O)(=O)N2CCN(S(=O)(=O)N3CCCCC3)CC2)cc1	2	-10	-10	1	0

entry	RBBP9 inhibitor	p97 inhibitor	NPY-Y1 antag	NPY-Y2 PAM-ag
37	0	-5	10	3
38	14	-2	10	2
39	1	0	4	-4
40	-1	-3	0	0
41	-9	1	1	2
42	-10	2	3	-7
43	-4	0	-1	4
44	1	0	-8	-2
45	-4	5	1	-5
46	0	5	6	11
47	-7	3	-2	0
48	-1	3	-3	12

# (more compounds)
entry	smiles	Runt-SMMHC FRET	NPY1 pot ag	MDM2 E3 inh	Hck Nef HTS	Runt-CBFb FRET
49	CCN1CCN(c2oc(-c3ccc([N+](=O)[O-])cc3)nc2C#N)CC1	-18	22	.	16	-9
50	Cc1cc(NC(=O)c2ccc3c(c2)OCO3)no1	-3	-2	-17	-1	0
51	CCCn1nc(-c2ccccc2)c2nc3ccccc3nc21	35	6	-2	-1	-108
52	O=C(Nc1ccccc1)C1CCCN1C(=O)Nc1ccccc1[N+](=O)[O-] (centres undefined)	-2	13	0	12	-1
53	Cc1cc(OCCn2cc(/C(N)=N/O)c3ccccc32)ccc1Cl	-2	-7	2	1	-2
54	COc1ccc2o/c(=N\O)c(C(=O)Nc3ccc(C)cc3)cc2c1	63*	-2	-17	18	21

entry	RBBP9 inhibitor	p97 inhibitor	NPY-Y1 antag	NPY-Y2 PAM-ag
49	-6	-2	.	-12
50	6	1	-2	6
51	-2	-1	-6	9
52	0	3	6	3
53	-5	-1	-1	-2
54	-10	1	6	-6

# Some entries already given with just Runt-SMMHC FRET.
no. | Compound | Runt-SMMHC FRET
49 | CCN1CCN(c2oc(-c3ccc([N+](=O)[O-])cc3)nc2C#N)CC1 | -18
50 | Cc1cc(NC(=O)c2ccc3c(c2)OCO3)no1 | -3

# Compound profiles (already shown). Values in the order: Runt-SMMHC FRET | NPY1 pot ag | MDM2 E3 inh | Hck Nef HTS | Runt-CBFb FRET | RBBP9 inhibitor | p97 inhibitor | NPY-Y1 antag | NPY-Y2 PAM-ag
# `Cc1cc(NC(=O)c2ccc3c(c2)OCO3)no1` is listed with -3 | -2 | -17 | -1 | 0 | 6 | 1 | -2 | 6
# `O=C(Nc1ccccc1)C1CCCN1C(=O)Nc1ccccc1[N+](=O)[O-]` (centres undefined) is listed with -2 | 13 | 0 | 12 | -1 | 0 | 3 | 6 | 3
# `CCN1CCN(c2oc(-c3ccc([N+](=O)[O-])cc3)nc2C#N)CC1` is listed with -18 | 22 | . | 16 | -9 | -6 | -2 | . | -12
